# Cycloheximide cs – Cycloheximide Counterscreen for Small Molecule Inhibitors of Shiga Toxin; cell reporter, cycloheximide protein synthesis inhibition counterscreen; 300,000 tested, 12% active; max response, %; in the data active = max response mostly above about 13%, no sharp cut-off; inactive = mostly below about 14%; note: read at 38.3 µM for the half of the compounds with a filed dose; 0% is about no effect
# TbPYK inhibitor – qHTS of Trypanosoma Brucei Inhibitors; AID 624173, 2012; 410,000 tested, 0.12% active; TbPYK enzyme, Kinase-Glo Plus ATP luminescence, 45 min; Potency, µM (doses to about 76.8 µM), for the others: at the top dose activity, negative = inhibition, most hits filed as inhibitors; pyruvate kinase (Trypanosoma brucei), Q57TT1; note: potency is the fitted concentration of half-maximal effect; % is set by controls: 0 for no effect and ±100 for the full control effect; nearly all actives have a fitted effect of over 50% in size
#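 ADP (130 uM final) triggers the TbPYK reaction after compound addition; incubation is 45 min at room temperature. Kinase-Glo Plus is then added and luminescence imaged. Normalized data are fitted to concentration-effect curves.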
# LmPK inh – qHTS Assay for Inhibitors of Leishmania Mexicana Pyruvate Kinase (LmPK); 290,000 tested, 0.37% active; Q27686; purified LmPK, Kinase-Glo ATP luminescence, 1 h; Potency, µM (series often up to 57.5 µM), inactives show at the top dose activity change, negative = inhibition, most hits filed as inhibitors; note: potency is the fitted concentration of half-maximal effect; % is set by controls: 0 for no effect and ±100 for the full control effect
# Target sequence (Q27686 whole entry, looked up): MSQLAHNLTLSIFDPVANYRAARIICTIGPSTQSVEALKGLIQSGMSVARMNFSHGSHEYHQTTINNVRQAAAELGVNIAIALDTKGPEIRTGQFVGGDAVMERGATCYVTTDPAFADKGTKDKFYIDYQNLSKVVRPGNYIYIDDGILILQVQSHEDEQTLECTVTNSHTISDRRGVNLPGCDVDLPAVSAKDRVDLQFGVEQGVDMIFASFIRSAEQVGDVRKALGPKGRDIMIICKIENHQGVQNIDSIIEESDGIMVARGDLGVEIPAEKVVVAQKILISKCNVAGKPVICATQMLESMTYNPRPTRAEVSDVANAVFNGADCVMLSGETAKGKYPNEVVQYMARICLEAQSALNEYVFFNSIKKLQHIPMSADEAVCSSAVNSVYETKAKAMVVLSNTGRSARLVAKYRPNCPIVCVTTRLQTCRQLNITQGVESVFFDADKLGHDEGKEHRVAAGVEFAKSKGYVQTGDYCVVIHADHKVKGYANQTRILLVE
#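 In 50 mM imidazole pH 7.2 with 7 mM MgCl2, LmPK (0.1 nM) turned over PEP (0.5 mM) and ADP (0.1 mM) for 1 h at room temperature. Luciferase read-out of ATP.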
# Pf growth 96h – Primary qHTS for delayed death inhibitors of the malarial parasite plastid, 96 hour incubation; P. falciparum luciferase reporter growth, 96 h; Potency, µM (doses to about 28.7 µM), for the others: top-dose activity change, negative = inhibition, most hits filed as inhibitors; 320,000 tested, 6.9% active; AID 504834, 2011; note: potency is the fitted concentration of half-maximal effect; % is set by controls: 0 for no effect and ±100 for the full control effect
#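 Plates of compound plus infected erythrocytes (2% hematocrit, 0.05% parasitemia final) incubate 96 hours, 37 C, 5% CO2. Detection reagent added; reduced luminescence from the parasites' luciferase reporter flags inhibition.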
# Shiga inhibitor – A qHTS for Small Molecule Inhibitors of Shiga Toxin; 290,000 tested, 9.2% active; AID 2315, 2010; Vero cells, Shiga toxin protein synthesis inhibition reporter; inhibition, % at 38.7 µM; in the data active = inhibition mostly above about 28%, no sharp cut-off; inactive = mostly below about 43%; note: 0% is about no effect
# Pf growth 48h – Primary qHTS for delayed death inhibitors of the malarial parasite plastid, 48 hour incubation; P. falciparum luciferase growth in erythrocytes, 48 h; Potency, µM (top dose mostly 28.7 µM), for inactives: at the top dose activity change, negative = inhibition, hits mostly inhibitors; 310,000 tested, 5.9% active; AID 504832, 2011; note: potency is the fitted concentration of half-maximal effect; % is set by controls: 0 for no effect and ±100 for the full control effect
#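 Compounds are pin-transferred into medium, infected erythrocytes (2% hematocrit, 0.1% parasitemia final) are added, and plates sit one parasite generation at 37 C in 5% CO2. Detection reagent is then added and luminescence measured.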
# HCV inh – qHTS Assay for Inhibitors of Hepatitis C Virus (HCV); 340,000 tested, 3.4% active; Huh7.5.1 HCVcc-Cre infection, luciferase reporter, 44 h; AID 651820, 2012; Potency, µM (series often up to 41.8 µM), for inactives: top-dose activity change, negative = inhibition, most hits filed as inhibitors; note: potency is the fitted concentration of half-maximal effect; % is set by controls: 0 for no effect and ±100 for the full control effect
#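 Infectious HCVcc-Cre (~0.5 moi) was added to cells just after compound, with cells seeded 4 h earlier at 1,000 per well. Luciferase activity after 44 h culture reported infection; substrate was incubated 15 min at room temperature before reading.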
# The depositor's hits bear a star; i = inactive; ? = inconclusive; . = not tested or not shown; & = joins results of further samples; [ ] = dose if it differs, or a comment. Unless noted, calls come from the whole dose curve; as a rule, active = well fitted curve in the direction sought with a large enough effect; inconclusive = small, poorly fitted or top-dose-only effect, or another doubt; inactive = no such curve, though single readings can be large; an effect the other way counts as inactive or inconclusive.
SMILES,Cycloheximide cs,TbPYK inhibitor,LmPK inh,Pf growth 96h,Shiga inhibitor,Pf growth 48h,HCV inh
Cc1c(Cc2ccccc2)c(NCCCO)n2c(nc3ccccc32)c1C#N,4,-6%,-2%,-12%,4,?,?
O=C(C[n+]1cc(-c2ccccc2)n2c1CCCCC2)c1ccc(Br)cc1,-2,-4%,-3%,33%[activator],-10,1.7µM*,?
O=C(NC1CCS(=O)(=O)C1)c1ccc(-c2ccc(Br)cc2)o1 (stereo unspecified),19*,-7%,4%,?,35,.,11µM*
Cn1ccnc1SCC(=O)Nc1sccc1C#N,11*,3%,-2%,63%[activator],14,18%,5%
CCCn1c(SCC(=O)Nc2nccs2)nnc1-c1cccnc1,-4,-3%,0%,104%[activator],11,15%,20%
C#CCOCCOCCOCCNc1nc(N2CCN(C(=O)[C@H]([C@@H](C)O)n3cc(CCCCN)nn3)CC2)nc(N2CCN(C(=O)[C@H](CCCCN)n3cc(CCC(=O)O)nn3)CC2)n1,.,5%,.,85%[activator],.,-12%,2%
CC1(c2nnc(Cc3ccccc3)o2)CC(c2cccc([N+](=O)[O-])c2)=NO1 (stereo unspecified),.,3%,.,22%,.,1%,-1%
Cc1cc(NC(=O)CN2CCCCCCC2)no1,-4,3%,2%,.,-2,12%,-5%
O=C(CN(C(=O)CCC(=O)Nc1nccs1)c1cccc(F)c1)NCC1CCCO1 (stereo unspecified),-2,-1%,1%,-7%,-19,-3%,-20%
COc1ccc(C2C(C(=O)C(C)(C)C)=C(O)C(=O)N2Cc2ccccc2)cc1 (stereo unspecified),-3,0%,2%,14%,15,8%,-2%
Cc1ccccc1S(=O)(=O)Cc1ccc(C(=O)NCCCN2CCCC(C)C2)o1 (stereo unspecified),-4,-15%,-7%,2.3µM*,-12,-2%,6%
CN(Cc1ccccc1)C1CC(=O)N(c2ccc(C(=O)O)cc2)C1=O (stereo unspecified),0,8%,0%,8%,-11,40%[activator],-3%
CCCCOc1ccccc1C(=O)NCCCCCC(=O)O,-5,4%,-2%,103%[activator],46,7%,-5%
COc1ccc(C2NC(=O)N(C)C(C)=C2[N+](=O)[O-])cc1 (stereo unspecified),-2,1%,3%,86%[activator],-11,-16%,-1%
Nc1sc2c([n+]1CCCS(=O)(=O)[O-])CCCC2,-2,-3%,3%,53%[5.75 µM],-21,25%,14%
O=C(OCC(=O)N1CCCC1=O)C1CCN(S(=O)(=O)c2c(Cl)cccc2Cl)CC1,0,-1%,1%,43%[activator],-17,11%,21%
Cc1ccc(CNS(=O)(=O)NCc2ccccc2F)cc1,-1,3%,-4%,9%,-4,11%,-18%
COc1ccc(C(=O)Nc2cnc3sc(C)nn3c2=O)cc1,24*,-6%,-8%,?,46*,96%[activator],15%
O=C(Nc1ccc(Cl)cc1)OCc1ccccn1,29*,4%,2%,208%[activator],78*,195%[activator],-11%
Cc1cc(C(F)(F)F)nn1CC(=O)Nc1ccc2c(c1)OCO2,1,-5%,-6%,?,-31,6%,5%
CC(NC(=O)Cn1c(=O)oc2cc(S(=O)(=O)N3CCCC3)ccc21)c1ccccc1 (stereo unspecified),-1,2%,-3%,?,-2,.,-27%
COCC(=O)Nc1ccc(N2CCN(c3ccccc3)CC2)c(F)c1,11,-4%,1%,-28%,-4,?,4%
CC(=O)N1c2ccc(S(=O)(=O)NCCC(=O)Nc3ccc(C)cn3)cc2CC1C (stereo unspecified),-2,-5%,7%,23%,14,18%,5%
Cc1ccccc1Cn1c(C)cc(C)c(C#N)c1=O,2,2%,-1%,-5%,-14,47%[activator],13%
O=[N+]([O-])c1ccc(Cl)c(S(=O)(=O)NCC2CCCO2)c1 (stereo unspecified),-1,1%,-5%,36%[activator],-8,-14%,23%
Cc1ccc(CNC(=O)COC(=O)c2nc(-c3ccccc3)oc2C)cc1,.,6%,.,39%[activator],.,37%[activator],-18%
CCOc1ccccc1C(=O)Nc1ccc(S(=O)(=O)Nc2cc(OC)nc(OC)n2)cc1,-3,2%,2%,27%,39,5%,24%
O=C(c1ccc(C(F)(F)F)cc1)C1CCCN(C2CCSCC2)C1 (stereo unspecified),-3,1%,3%,71%[activator],-7,-41%,-24%
CC(C)(C)OC(=O)N1CCCN(C(=O)Nc2ccccc2)CC1,-2,3%,-2%,48%[activator],9,-5%,10%
COc1cc(C(=O)Nc2cccc(C)c2C)ccc1OCC(=O)N1CCOCC1,.,2%,.,18%,.,15%,19%
COc1cc(/C=C2\SC(=S)N(CC(=O)O)C2=O)ccc1OS(=O)(=O)c1ccc(C)cc1,.,-8%,.,?,.,80%[activator],15%
C=CCSc1nnc(NC(=O)C2CC(=O)N(Cc3ccc(C)cc3)C2)s1 (stereo unspecified),.,-6%,.,-3%,.,?,-13%
Cc1[nH]c(=S)c(C#N)c(-c2ccccc2)c1C(=O)Nc1ccccc1,-1,?,13%,32%[activator],24,9%,-7%
CCOC(=O)N1CCN(C(=O)c2cc(COc3ccc4ncccc4c3)on2)CC1,-2,-4%,5%,i,-8,?,7.9µM*
COc1ccccc1CC(=O)NCc1ccc2c(c1)OCO2,16*,1%,2%,.,29*,14%,6%
COc1ccccc1OCCNC(=O)c1ccc(S(=O)(=O)N(C)C)cc1,-1,2%,0%,.,13,26%,-25%
O=C(COC(=O)Cc1ccsc1)NCc1ccc(Cl)cc1,5,-5%,1%,12%,5,7%,0%
COC(C)(C)c1cc(C(C)(C)C)nc(N)n1,-3,-7%,4%,0%,-4,-3%,-2%
O=[N+]([O-])c1ccc(Sc2cccc3cccnc23)c2cccnc12,0,0%,-1%,?,-5,?,10µM*
O=C(Nn1cnnc1)c1cc(Cl)ccc1Cl,2,-2%,-4%,3%,7,2%,11%
O=C(CN1C(=O)C2CCc3[nH]c4ccccc4c3C2C1=O)N1CCCC1 (stereo unspecified),1,-5%,-1%,-1%,-14,1%,13%
COc1ccc(C2CC(c3cccs3)=NN2C(=O)CSc2nc3ccccc3o2)cc1 (stereo unspecified),7,5%,7%,?,14,3%,-6%
Cc1cc(=O)n2c3c(sc2n1)C(=O)N(Cc1ccccc1)C3=O,-1,.,?,.,-6,-4%,.
Cc1ccccc1OCc1n(CC(=O)OC2CC(C)CCC2C(C)C)c2ccccc2[n+]1C (stereo unspecified),-1&-10,-6%&2%,-1%&7%,?,-4&-26,?,?
CCC1CCCCN1S(=O)(=O)c1ccc(S(=O)(=O)N(Cc2cccs2)C2CC2)cc1 (stereo unspecified),-1,0%,1%,29%,28,8.3µM*,?
COc1ccc(-c2nc3c(Br)c(N)c(Br)cc3o2)cc1,9,-2%,22µM*,?,19,2.3µM*,?
CCc1ccccc1Nc1nc(N)nc(COC(=O)c2c(C)noc2C)n1,.,0%,.,?,.,?,-10%
CCC(=O)Nc1sc2c(c1C(N)=O)CCN(Cc1ccccc1)C2,13*,-14%,1%,59%[activator],24*,40%[activator],0%
COc1ccc(CNC(=O)c2c(O)c3ccccc3n(C)c2=O)cc1OC,-4,-8%,5%,.,-3,8%,-3%
Cc1nn(Cc2ccc(C(=O)N3N=C(C(F)F)CC3(O)C(F)F)o2)c(C)c1[N+](=O)[O-] (stereo unspecified),-2,-8%,4%,0%,-4,7%,?
CCOc1ccc2cc(S(=O)(=O)N3CCN(C)CC3)ccc2c1,-3,-16%,-2%,21%,13,-27%,5%
Cc1ccc(NC(=O)Nc2c(C)n(C)n(-c3ccccc3)c2=O)cc1C,1,-20%,1%,1%,12,1%,-3%
O=C(O)C(Cc1c[nH]c2ccccc12)N1Cc2ccccc2C1=O (stereo unspecified),28*,-1%,11%,71%[activator],42*,127%[activator],-18%
Clc1ccc2nc(CN3CCCCC3)cn2c1,-4,3%,5%,-73%,-21,6%,1%
O=C(CCCN1CCc2[nH]c3ccc(F)cc3c2C1)c1ccc(F)cc1,-2,-4%,-14%,?,-6,?,?
COc1ccc(CCNC(=O)CN(C)S(=O)(=O)c2ccc3c(c2)CCC(=O)N3)cc1OC,-2,-5%,10%,-15%,-9,.,20%
CN(Cc1nc(-c2cccnc2)no1)S(=O)(=O)c1ccc(Br)cc1,0,-7%,-6%,8.3µM*,-2,-8%,3%
C=CCn1c(Cc2ccccc2)nc2c(cnn2-c2ccccc2)c1=O,13,-3%,2%,33%[activator],11,?,?
Cc1cc(S(=O)(=O)NCc2cccs2)ccc1-n1cnnn1,-2,-3%,-3%,66%[activator],-10,9%,7%
CC(C)NC(=O)c1onc(CSc2ccc(F)cc2)c1C(=O)NC(C)C,.,1%,.,9.3µM*,.,4.7µM*,-21%

# Next section.
SMILES,Cycloheximide cs,TbPYK inhibitor,LmPK inh,Pf growth 96h,Shiga inhibitor,Pf growth 48h,HCV inh
COc1cc(NC(=S)N2c3ccccc3CC2C)cc(OC)c1 (stereo unspecified),-2,-5%,0%,?,4,?,0%
CCOC(=O)C1=C[C@@]2(CC)CCCN3CCc4c(n1c1ccccc41)[C@H]32,.,-1%[33.2 µM],.,-1%,.,6µM*,.
CN(CCCNC(=O)Cn1cccc1C(=O)c1ccccc1)C1CCCCC1,-5,0%,11%,?,-13,-16%,-8%
CCCCSCCCNC(=O)C1CCC(CNS(=O)(=O)c2ccc(NC(C)=O)cc2)CC1 (stereo unspecified),1,-3%,-4%,?,-5,0%,8%
Cc1ccc(CN2CCN(c3ccccn3)CC2)s1,5,1%,1%,40%[activator],10,.,24%
CCCc1nn2c(=O)cc(CSCC(=O)Nc3nnc(C(C)C)s3)nc2s1,0,-4%,-9%,12µM*,-9,-14%,16%
COc1cccc(/C=C/C(=O)NCCc2ccc3c(c2)OCCO3)c1,8,0%,4%,?,23,20%,20%
C=CCN1C(=O)c2ccc(C(=O)N3CCN(S(=O)(=O)c4cccc([N+](=O)[O-])c4)CC3)cc2C1=O,.,1%,.,-40%,.,-3%,15%
COc1cccc(C2CC(=O)Nc3cc(OC)c(OC)cc32)c1 (stereo unspecified),2,1%,-3%,2%,-7,-2%,0%
CC(=O)Oc1ccc(N(C(C)=O)S(=O)(=O)c2cccs2)cc1,6,1%,0%,16%,-4,-3%,11%
COC(=O)c1ccc2c(=O)[nH]c(CSc3nc(-c4ccc(F)cc4)cs3)nc2c1,-4,-2%,-1%,-2%,2,7%,2%

# 5 of the compounds above, with two lines to a compound.
# Value order: Cycloheximide cs, TbPYK inhibitor, LmPK inh, Pf growth 96h, Shiga inhibitor, Pf growth 48h, HCV inh
> COc1ccccc1OCCNC(=O)c1ccc(S(=O)(=O)N(C)C)cc1
  -1, 2%, 0%, ., 13, 26%, -25%
> O=C(COC(=O)Cc1ccsc1)NCc1ccc(Cl)cc1
  5, -5%, 1%, 12%, 5, 7%, 0%
> COC(C)(C)c1cc(C(C)(C)C)nc(N)n1
  -3, -7%, 4%, 0%, -4, -3%, -2%
> O=[N+]([O-])c1ccc(Sc2cccc3cccnc23)c2cccnc12
  0, 0%, -1%, ?, -5, ?, 10µM*
> O=C(Nn1cnnc1)c1cc(Cl)ccc1Cl
  2, -2%, -4%, 3%, 7, 2%, 11%

# Assay outcomes from PubChem.
